BRCA1 expr up = increases BRCA1 expression; MCF7-BRCA1-FFLuc reporter, luminescence, 48 h; response scale: scaled: vehicle 0%, 10 µM genistein 100%; Potency, µM (top dose mostly 46.1 µM), for the others: at the highest dose activation, actives largely listed as activators; hit rate 1.1% among 380,000; further: potency means the concentration at half of the fitted maximal effect; nearly all actives have a fitted effect of over 80% in size; some results filed as inactive show a strong effect at the top dose
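MCF7 cells carrying a BRCA1-firefly luciferase reporter (2000 cells/well, phenol-red free MEM) were attached for 2 h at 37 °C, then given compounds for 48 h. Luminescence was read 15 min after luciferase reagent; activity normalized to genistein (10 microM) and DMSO.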
TRPV1 ag = agonists of human vanilloid receptor 1 (TRPV1) | hit rate 0.19% among 320,000 | TRPV1-expressing cells, Fluo-8 calcium influx, agonist mode | activation, % at 8.33 µM | Q8NER1 | AID 540275; in the data active means activation above about 80%; inconclusive means between about 30% and that limit; further: 0% is about no effect
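Cells expressing TRPV1 were dye-loaded with Fluo-8 and read kinetically: 10 s baseline, 3 min after compound (agonist portion), then 2 min after EC20 capsaicin (allosteric enhancer portion). Calcium-bound dye fluorescence at 480/520 nm.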
Rab9 prom act = activators of Rab9 promoter; Huh7 Rab9 promoter-luciferase reporter, luminescence, 24 h; Potency, µM (top dose mostly 9.22 µM), inactives show at the top dose activation, negative = inhibition, actives largely listed as activators; hit rate 2.8% among 320,000; AID 485297; further: potency means the concentration at half of the fitted maximal effect; % of control where 0% means no effect; nearly all actives have a fitted effect of over 60% in size
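Luminescence from Amplite-detected luciferase (10 minutes, ambient) reports Rab9 promoter activation. Before that, stable Rab9-luciferase Huh7 cells (1500/well, reduced-serum OP-MEM I plus 10% FBS) were exposed to compound for 24 hours at 37C.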
Gal4-VP16 FLuc = inhibits Gal4-VP16 luciferase reporter, ROR gamma counter-screen; Potency, µM (titrated, usually from 53.6 µM), inactives show at the top dose activity, negative = inhibition, actives largely listed as inhibitors; Drosophila S2 Gal4-VP16 UAS-luciferase, luminescence, 20 h; hit rate 3.5% among 310,000;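 further: Gal4-VP16 expression switched on by copper sulfate through the metallothionein promoter; potency means the concentration at half of the fitted maximal effect; on the % scale 0 is the no-effect control and ±100 the full control effect; nearly all actives have a fitted effect of over 50% in size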
ELG1 genotox = inducers of genotoxicity in HEK293T ELG1-luciferase cells | AID 504466 | HEK293T ELG1-luciferase reporter, luminescence, 16 h | hit rate 1.3% among 330,000 | Potency, µM (titrated, usually from 46 µM), for inactives: at the top dose activity change, positive = activation, usual class: activators; further: potency means the concentration at half of the fitted maximal effect; % of control where 0% means no effect; nearly all actives have a fitted effect of over 60% in size
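Genotoxic stress is detected as increased luminescence from luciferase-tagged ELG1 in HEK293T cells, measured with ONE-Glo after a 16 hr treatment at 37 °C.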
ELG1 repair inh = inhibitors of ELG1-dependent DNA repair in HEK293T cells; AID 504467; HEK293T ELG1-luciferase reporter, luminescence, 16 h; DNA damage induced by 5-fluorouridine; hit rate 2.3% among 330,000; Potency, µM (titrated, usually from 46.1 µM), for the others: top-dose activity change, negative = inhibition, actives largely listed as inhibitors; further: potency means the concentration at half of the fitted maximal effect; on the % scale 0 is the no-effect control and ±100 the full control effect; nearly all actives have a fitted effect of over 55% in size
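5-Fluorouridine DNA damage + compound/DMSO, 2,000 cells/well, 16 h, 37 °C/5% CO2. ONE-Glo, 30 min RT, luminescence. Readout = decrease in reporter signal.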
Tb PFK inh = inhibitors of T. brucei phosphofructokinase | hit rate 0.17% among 330,000 | T. brucei PFK, ADP-Glo luminescence | Potency, µM (top dose mostly 57.5 µM), without a hit: at the top dose activity, negative = inhibition, usual class: inhibitors | AID 485367;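 further: potency means the concentration at half of the fitted maximal effect; 0% = uninhibited 1x PFK enzyme wells and -100% = no-enzyme wells; nearly all actives have a fitted effect of over 60% in size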
Target sequence (O15648 whole entry, looked up): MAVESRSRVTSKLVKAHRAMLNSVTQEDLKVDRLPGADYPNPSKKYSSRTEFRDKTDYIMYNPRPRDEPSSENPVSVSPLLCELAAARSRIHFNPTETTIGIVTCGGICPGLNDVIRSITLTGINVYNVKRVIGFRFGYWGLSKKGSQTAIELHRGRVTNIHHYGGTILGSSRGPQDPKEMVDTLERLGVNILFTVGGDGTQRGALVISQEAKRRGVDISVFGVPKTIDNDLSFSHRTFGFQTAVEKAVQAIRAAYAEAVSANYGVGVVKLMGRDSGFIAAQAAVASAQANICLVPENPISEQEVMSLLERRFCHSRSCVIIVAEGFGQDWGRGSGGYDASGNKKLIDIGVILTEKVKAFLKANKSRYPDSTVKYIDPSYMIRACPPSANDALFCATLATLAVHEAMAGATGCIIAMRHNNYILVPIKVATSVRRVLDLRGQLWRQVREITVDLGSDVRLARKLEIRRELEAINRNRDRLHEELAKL
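ADP-Glo luminescence quantified ADP after 45 min at room temperature, with 1.25 nM T. brucei PFK, 0.1 mM ATP and 0.5 mM fructose-6-phosphate in pH 8.0 TEA buffer. qHTS titrations up to 57 µM; curves classified by quality.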
RORg inh = blocks mouse ROR gamma transcriptional activity. Potency, µM (doses to about 53.6 µM), without a hit: at the highest dose activity change, negative = inhibition, usual class: inhibitors. P51450. hit rate 5.4% among 310,000. Drosophila S2 Gal4-RORgamma UAS-luciferase reporter, 20 h; further: potency means the concentration at half of the fitted maximal effect; on the % scale 0 is the no-effect control and ±100 the full control effect; nearly all actives have a fitted effect of over 60% in size
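Stably transfected Drosophila Schneider cells are the test system, with ROR gamma fused to Gal4 and luciferase under UAS control; luminescence is read after 20 hr of 700 uM copper sulfate induction at ambient temperature.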
p53 reactivation = mutant p53 re-activation in reporter cells | AID 504706 | hit rate 0.063% among 320,000 | H1299 p53-A138V BP100-luciferase reporter, luminescence, 24 h | Potency, µM (top dose mostly 92.2 µM), without a hit: at the top dose activity change, positive = activation, usual class: activators; further: potency means the concentration at half of the fitted maximal effect; % of control where 0% means no effect; nearly all actives have a fitted effect of over 45% in size
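H1299 (p53-null), stable ts p53-A138V + BP100-Luc; 1000 cells/well, Opti-MEM/10% FBS; cpd 4 pt, 1:5; 24 h, 37 deg C, 5% CO2; detection reagent 10 min RT; luminescence.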
NPC1 prom act = activators of NPC1 promoter. Huh7 NPC1 promoter luciferase reporter, 24 h. Potency, µM (doses to about 9.22 µM), for the others: at the highest dose activation, actives largely listed as activators. hit rate 2.4% among 320,000;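 further: potency means the concentration at half of the fitted maximal effect; % of control where 0% means no effect; nearly all actives have a fitted effect of over 60% in size; reporter is driven by a mutant NPC1 promoter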
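Luciferase expression driven by the NPC1 promoter was measured in stably transfected Huh7 cells after a 24 h compound incubation, using a luciferase reagent and a luminescence read.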
FLuc counter = firefly luciferase modulation, counter-screen for miR-21 project; P08659; purified FLuc, Km substrates, luminescence inhibition; Potency, µM (highest dose often 57.5 µM), inactives show at the top dose activity change, negative = inhibition, usual class: inhibitors; hit rate 6.9% among 360,000;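 further: potency means the concentration at half of the fitted maximal effect; plate controls were vehicle for no effect and reference inhibitor for full effect; nearly all actives have a fitted effect of over 55% in size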
Target sequence (P08659 whole entry, looked up): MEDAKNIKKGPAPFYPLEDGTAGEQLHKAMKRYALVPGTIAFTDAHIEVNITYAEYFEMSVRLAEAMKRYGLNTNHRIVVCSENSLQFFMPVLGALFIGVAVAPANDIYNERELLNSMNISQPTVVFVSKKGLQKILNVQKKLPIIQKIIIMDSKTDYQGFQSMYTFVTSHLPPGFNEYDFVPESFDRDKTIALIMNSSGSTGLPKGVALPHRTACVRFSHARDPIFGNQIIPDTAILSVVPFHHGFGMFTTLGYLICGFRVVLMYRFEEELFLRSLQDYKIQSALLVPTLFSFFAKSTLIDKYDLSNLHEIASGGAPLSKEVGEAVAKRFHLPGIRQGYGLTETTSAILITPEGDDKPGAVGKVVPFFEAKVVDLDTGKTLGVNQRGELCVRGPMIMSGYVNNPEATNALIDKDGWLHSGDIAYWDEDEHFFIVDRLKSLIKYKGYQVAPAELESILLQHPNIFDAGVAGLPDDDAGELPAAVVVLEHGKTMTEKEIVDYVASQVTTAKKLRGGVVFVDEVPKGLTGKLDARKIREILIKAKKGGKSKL
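Biochemical qHTS of compounds, final roughly 60 µM downward over six points, against 10 nM purified firefly luciferase using Km concentrations of substrates (10 uM D-luciferin, 10 uM ATP) in Tris acetate pH 7.5 buffer; luminescence output.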
* = called active by the depositor; i = inactive; ? = inconclusive; · = no result given; & = joins results of further samples; [ ] = another dose, or the depositor's remark. Unless noted, the call rests on the fitted dose curve; in most records, active means well fitted curve in the direction sought with a large enough effect; inconclusive means small, poorly fitted or top-dose-only effect, or another doubt; inactive means no such curve, though single readings can be large; an effect the other way counts as inactive or inconclusive. An unsorted share of the library; about 15% have a hit in one of these screens.

SMILES	BRCA1 expr up	TRPV1 ag	Rab9 prom act	Gal4-VP16 FLuc	ELG1 genotox	ELG1 repair inh	Tb PFK inh	RORg inh	p53 reactivation	NPC1 prom act	FLuc counter
C=C(C)CSc1nnc2n(Cc3ccccc3)c(=O)c3c4c(sc3n12)CCC4	-1%	18	4%	-1%	-5%	9%	3%	1%	0%	-3%	-3%
O=C(CSc1nnc(SCc2cccc3ccccc23)s1)Nc1ccc(C(=O)O)cc1	2%	0	-9%	-4%	2%	2%	3%	-2%	3%	-1%	8.5µM*
COCCNC(=O)NC(=O)COC(=O)c1ccc2[nH]c3c(c2c1)CCCC3	-24%	2	1%	-10%	-5%	-5%	3%	42%	-1%	-3%	?
O=c1[nH][nH]c(-c2ccccc2)c1C=Nc1cccc(Cl)c1	1%	-1	6%	-18%	0%	-3%	-9%	?	-2%	-5%	-1%
Cc1ccc(C(=O)N2CCN(c3ccc([N+](=O)[O-])cc3)CC2)o1	-5%	11	-5%	2%	-8%	-8%	-3%	-8%	-3%	-1%	0%
CCCC(=O)N1CCC(Cc2ccccc2)CC1	25%	10	2%	4%	-8%	-8%	-1%	12%	-20%	-3%	5%
O=C1N/C(=N\N=C\c2cccnc2)SC1Cc1ccc(SC(F)F)cc1 (stereo not given)	-99%	0	-12%	0.71µM*	15%	20%	-6%	0.5µM*	?	-10%	11µM*
CCCC[C@]12Cc3cc(C#N)ccc3C(O1)c1c(cc(-c3ccccc3)oc1=O)O2	·	i	-5%[1.84 µM]	0%[10 µM]	·	·	2%[11.5 µM]	10%[10 µM]	·	0%[1.84 µM]	0%[11.5 µM]
COc1cccc(NC(=O)N2CCN(c3cccc(C)c3C)CC2)c1	68%	?	3%	?	?	18%	2%	?	-2%	18%	15µM*
Cc1ccc(C(C)C)c(OCCCCN2CCNCC2)c1	-79%	4	-3%	-2%	0%	4%	2%	8%[1.91 µM]	12%	-2%	-1%
COc1cccc2c(=O)n(CC(=O)N3CCC(C)CC3)ccc12	-1%	3	4%	-17%	4%	30%	-2%	-3%	3%	-1%	0%
CCCN(CC(=O)Nc1ccccc1C)C(=O)c1ccc(S(=O)(=O)N2CCCC2)cc1	-12%	4	1%	·	0%	17%	17%	·	4%	1%	1%
c1ccc(Oc2cccc(CN3CCCCC3)c2)cc1	10%	7	16%	-5%	-2%	-10%	-2%	-5%	0%	-1%	-2%
O=C(c1nn2c(C(F)(F)F)cc(-c3ccco3)nc2c1Br)N1CCCc2ccccc21	-80%[inhibitor]	2	-5%	-8%	-18%	?	0%	17%	4%	-12%	10%
CS(=O)(=O)Nc1ccc(S(=O)(=O)N2CCCC2)cc1	-18%	1	1%	-19%	1%	7%	-5%	6%	0%	-2%	-1%

Next part, starting with the last two of the part before.
SMILES	BRCA1 expr up	TRPV1 ag	Rab9 prom act	Gal4-VP16 FLuc	ELG1 genotox	ELG1 repair inh	Tb PFK inh	RORg inh	p53 reactivation	NPC1 prom act	FLuc counter
O=C(c1nn2c(C(F)(F)F)cc(-c3ccco3)nc2c1Br)N1CCCc2ccccc21	-80%[inhibitor]	2	-5%	-8%	-18%	?	0%	17%	4%	-12%	10%
CS(=O)(=O)Nc1ccc(S(=O)(=O)N2CCCC2)cc1	-18%	1	1%	-19%	1%	7%	-5%	6%	0%	-2%	-1%
CCCS(=O)(=O)c1c(S(=O)(=O)CCC)c2ccc(C(N)=O)cn2c1C(=O)OC	4%	-1	-1%	10%	-5%	-6%	4%	0%	-2%	-13%	-1%
COc1ccc(OC)c(S(=O)(=O)NC(C)(C)C)c1	1%	-2	-2%	5%	-1%	5%	-5%	-12%	-2%	-1%	5%
COc1nc(OC)nc(N2CCC(C(=O)Nc3cccc4ccccc34)CC2)n1	2%	-1	1%	3%	1%	0%	-2%	2%	-3%	1%	0%
CC(C(=O)O)N1C(=O)CSc2ncccc21 (stereo not given)	-4%	4	-7%	1%	3%	-5%	2%	-31%	6%	-2%	2%
CCOc1ccc(OCC)c(NC(=O)c2[nH]c(C)c(C(C)=O)c2C)c1	-44%	-3	0%	-4%	-2%	10%	1%	-11%	-4%	-4%	6%
O=C(Nc1nnc(C2CC2)s1)c1cc(S(=O)(=O)N2CCCCC2)ccc1N1CCOCC1	-4%	3	1%	-5%	3%	-10%	2%	-16%	-1%	2%	1%
COC(=O)COc1ccc(C2NC(=O)NC(c3ccccc3)=C2C(C)=O)cc1Br (stereo not given)	-8%	8	7%	-5%	-4%	-26%	2%	8%	-48%[inhibitor]	-3%	4%
CC(=O)Nc1ccc2nc(SCC(=O)Nc3ccc(N4CCOCC4)c(Cl)c3)sc2c1	13µM*	24	?	-8%	0%	?	-2%	26%	7%	?	8.5µM*
O=C(CC1COc2ccccc2O1)Nc1ccccn1 (stereo not given)	-8%	-2	1%	15%	1%	24%	3%	3%	1%	-1%	0%
COc1ccc(NC(=O)CN(C)C(=O)c2cccc(-n3cccc3)c2)cc1	-3%	1	-3%	·	0%	8%	?	·	-3%	0%	4%
O=C(N/N=C/c1c[nH]c2ccccc12)c1ccc(Br)cc1	?	0	?	?	?	?	1%	?	9%	26%	6.7µM*
Nc1nc(COc2ccc3ccccc3c2)cs1	6.3µM*	7	·	-12%	·	·	·	5%	·	·	12µM*
COc1ccc(N/N=C(/C#N)S(=O)(=O)C(C)(C)C)cc1	-30%	1	-36%[inhibitor]	-2%	-12%	-6%	1%	9%	-2%	-1%	-13%
O=C(NCc1ccccc1)c1ncn[nH]1	-6%	-5	-1%	3%	0%	2%	-1%	-8%	3%	2%	0%
COc1ccc(NC(=O)c2sc3ncn(CC(=O)N4CCN(c5ccccn5)CC4)c(=O)c3c2C)cc1OC	1%	0	-3%	0%	-3%	-7%	?	24%	7%	-8%	-4%
COc1ccc(OC)c(C(=O)COC(=O)CNC(=O)C2CCCCC2)c1	-2%	-2	0%	-5%	-4%	0%	0%	-13%	-4%	1%	3%
CCOc1ccccc1NC(=S)N(CCN(C)C)C(C)c1ccncc1 (stereo not given)	-7%	1	-4%	7%	-6%	13%	11%	?	-2%	-3%	0%
Cc1ccc(NC(=O)COC(=O)C2(CC(=O)NC(C)C)CCCC2)cc1C	-15%	·	·	·	1%	-4%	2%	·	-5%	·	·
Cc1csc(SCCn2c(N3CCCC3)nc3c2c(=O)[nH]c(=O)n3C)n1	9%	-2	-2%	2%[0.365 µM]	-4%	?	2%	-25%	-1%	-3%	0%
CCOc1ccc(NC(=O)c2ccc3nccnc3c2)cc1	70%	?	?	6%	?	4%	-2%	35%	16%	21%	17µM*
COc1ccc(C(=O)/C=C/C(=O)N(CC(=O)NC2CCCCC2)Cc2ccccc2)c(O)c1	-100%	12	-27%	-26%	-13%	?	-6%	14%	-11%	-26%	-12%
CC(C)(C)C(=O)NC(=S)Nc1ccc(F)cc1	43%	27	-5%	?	5%	?	-2%	10µM*	29%	6%	?
Cc1cc(-c2ccc3ccccc3c2)n2ncnc2n1	5%	20	-6%	2%	0%	-14%	0%	11%	-1%	-1%	-2%
Cc1cc(S(=O)(=O)N2CCOCC2)ccc1OCC(=O)NCc1ccco1	-6%	-2	-1%	3%	-5%	-3%	0%	0%	3%	1%	3%
NS(=O)(=O)c1ccc(CCNC(c2ccccc2)c2ccccc2)cc1	-32%	2	0%	-3%	-11%	-9%	-1%	1%	-1%	2%	1%
Cc1ccc(-n2ncc3c2CC(C)(C)CC3NC(=O)CCc2ccncc2)cc1 (stereo not given)	-22%	?	1%	2%	-5%	?	0%	23%	-6%	-1%	-2%
CCn1cc(C(=O)NCCCOC(C)C)c(=O)c2cc(S(=O)(=O)N3CCOCC3)ccc21	2%&0%	5	-5%	11%	0%	-2%	1%	13%	4%	-1%	0%&2%
O=C(c1ccccc1-c1nc2ccccc2[nH]1)N1CCCCC1	-17%	6	1%	-3%	-1%	-1%	2%	-3%[10 µM]	1%	0%	3%
Cc1cc(C)n2c(SCC(=O)Nc3cc(C)on3)nnc2n1	4%	-2	0%	-20%	1%	7%	-5%	17%	7%	-4%	7%
Cc1ccc(-c2nc(CN(Cc3c(C)nn(C)c3C)C(C)C)c(C)o2)o1	-5%	6	1%	-8%	0%	-5%	1%	-22%	-1%	-4%	-2%
COC(=O)CN1C(=S)N(c2ccc(Cl)cc2)C(=O)C1CC(=O)Nc1ccc(Cl)cc1 (stereo not given)	-17%	8	-3%	-10%	-3%	?	1%	?	-5%	-2%	?
CN(C)C(=O)c1ccc(NC(=O)c2cc(-c3ccco3)nc3ccccc23)cc1	-27%	6	-2%	1%	2%	-7%	-3%	-3%	3%	-3%	0%

Compound activity (PubChem BioAssay)
